V1R ag counter = agonists of human V1a receptor, primary screen, counter-screen for OXTR agonist project, fluorescence, CHO-V1R cells | Vasopressin V1a receptor (Homo sapiens), P37288 | Fluo-8 calcium fluorescence, agonist mode; 0% DMSO, 100% 3 nM vasopressin | activation, % at 3 µM | 320,000 tested, 0.25% active | AID 2797, 2010;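 active = activation above the mean activation of all tested compounds plus 3 SD, per screening run, cut at about 20% in these data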;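 note: signal is peak over basal fluorescence ratio across a 100 second FLIPR read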
Target sequence (P37288 whole entry, looked up): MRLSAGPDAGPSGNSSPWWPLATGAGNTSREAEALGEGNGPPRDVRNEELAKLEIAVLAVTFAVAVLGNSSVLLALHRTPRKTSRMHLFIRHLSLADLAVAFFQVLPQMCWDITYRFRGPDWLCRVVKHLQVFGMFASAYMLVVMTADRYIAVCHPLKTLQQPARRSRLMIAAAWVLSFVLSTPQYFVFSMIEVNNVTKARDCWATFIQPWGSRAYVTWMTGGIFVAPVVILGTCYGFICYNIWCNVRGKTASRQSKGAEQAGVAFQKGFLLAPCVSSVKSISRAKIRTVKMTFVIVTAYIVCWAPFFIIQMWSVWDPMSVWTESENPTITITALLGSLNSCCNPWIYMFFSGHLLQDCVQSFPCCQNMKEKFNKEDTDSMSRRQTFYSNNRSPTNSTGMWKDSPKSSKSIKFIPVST
OXTR agonist = human OXTR agonists, primary screen, fluorescence, CHO-OTR cells, Fluo-8 calcium; Oxytocin receptor (Homo sapiens), P30559; Fluo-8 calcium fluorescence; normalized: DMSO 0%, oxytocin 100%; activation, % at 3 µM; 320,000 tested, 0.32% active; AID 2435, 2010;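 active = activation above the mean of all tested compounds plus 3 SD, cutoff set per screening run, cut at about 20% in these data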;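 note: peak over basal fluorescence ratio from a 100 s FLIPR kinetic read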
Target sequence (P30559 whole entry, looked up): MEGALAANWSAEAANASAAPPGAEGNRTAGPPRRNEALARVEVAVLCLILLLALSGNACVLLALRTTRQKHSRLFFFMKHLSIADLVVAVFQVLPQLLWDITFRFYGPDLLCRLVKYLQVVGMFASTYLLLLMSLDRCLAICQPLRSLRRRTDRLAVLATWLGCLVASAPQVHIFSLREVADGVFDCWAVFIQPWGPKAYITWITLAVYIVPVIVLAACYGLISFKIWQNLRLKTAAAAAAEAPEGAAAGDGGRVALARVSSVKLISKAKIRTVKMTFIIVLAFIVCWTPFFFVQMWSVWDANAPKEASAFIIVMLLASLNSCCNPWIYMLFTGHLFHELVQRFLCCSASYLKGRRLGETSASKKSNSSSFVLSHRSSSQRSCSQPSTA
PHOSPHO1 inh = PubChem AID 1565 | 290,000 tested, 1.1% active | inhibition, % at 13.3 µM | Phosphoethanolamine/phosphocholine phosphatase (Homo sapiens), Q8TCT1 | recombinant PHOSPHO1, absorbance phosphatase assay; in the data active = inhibition above about 60%
GalR3 antag = GalR3 antagonists in HEK293 cells, primary screen, cell-based, fluorescence readout. Galanin receptor type 3 (Homo sapiens), O60755. HEK293 GalR3-CNG cAMP membrane potential fluorescence; galR3 body fused to GalR1 C-terminus. inhibition, % at 3 µM. 360,000 tested, 0.44% active;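 active = inhibition above the screen-wide average plus 3 SD, cut at about 13% in these data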;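 note: forskolin and galanin both at EC90 stimulate the cells; cAMP rise reported by CNG channel membrane potential dye signal; 0% = forskolin plus galanin with DMSO and 100% = forskolin alone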
VIM-2 inh = VIM-2 metallo-beta-lactamase inhibitors, primary screen, biochemical, epi-absorbance readout, Pseudomonas aeruginosa enzyme; purified VIM-2, nitrocefin hydrolysis, epi-absorbance fluorescence; inhibition, % at 5.6 µM; 290,000 tested, 0.89% active; AID 1527, 2009;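 active = inhibition above the mean of all tested compounds plus 3 SD, cutoff set per screening run, cut at about 7.5% in these data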;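 note: red hydrolysis product quenches plate fluorescence so inhibitors raise well fluorescence; 0% = enzyme with DMSO and 100% = DMSO without enzyme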
GPR7 antagonist = GPR7 receptor antagonists, primary screen, cell-based, fluorescence, single concentration; GPR7-expressing cells, fluorescence antagonist assay; inhibition, % at 4.4 µM; 290,000 tested, 1.1% active; in the data active = inhibition above about 16%, passing the limit was not always enough;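 note: cells stimulated with the agonist NPW; 0% = agonist with vehicle and 100% = vehicle without agonist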
IMP-1 inh = IMP-1 metallo-beta-lactamase inhibitors, primary screen, biochemical, epi-absorbance readout, Pseudomonas aeruginosa enzyme; metallo-beta-lactamase IMP-1 (Pseudomonas aeruginosa); AID 1556, 2009; inhibition, % at 5.6 µM; purified IMP-1, nitrocefin hydrolysis, epi-absorbance fluorescence; 290,000 tested, 0.45% active;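 active = inhibition above the mean plus 3 SD of all compounds in the same screening run, cut at about 4.5% in these data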;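 note: 0% = IMP-1 with DMSO and 100% = DMSO wells lacking enzyme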
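Assay system: purified IMP-1; Quantity: IMP-1 0.2 nM before substrate addition; Medium: HEPES buffer pH 7.1 with ZnSO4 and Brij 35; Incubation: 15 min enzyme–compound preincubation, then 25 min nitrocefin reaction, 25 °C; Signal: fluorescence quenching readout, ex 480/em 530 nm; Controls: DMSO with and without IMP-1; Repeats: singlicate testing.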
DNA FID counter = compounds displacing fluorescent DNA intercalator, primary screen, artefact control for HCV NS3 helicase inhibitor project, biochemical, FID fluorescence; DNA fluorescent intercalator displacement; inhibition, % at 7.9 µM; 290,000 tested, 0.17% active; AID 1845, 2009; in the data active = inhibition above about 37%;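 note: 0% = vehicle and 100% = reference compound; higher means more ethidium bromide displaced from hairpin DNA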
NS3 helicase inh = inhibitors of HCV NS3 helicase, primary screen, biochemical, Cy5 molecular beacon fluorescence; Hepatitis C virus NS3 helicase; NS3 helicase DNA unwinding; inhibition, % at 10.9 µM; 290,000 tested, 0.56% active; AID 1800, 2009;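 active = inhibition above the mean of all tested compounds plus 3 SD, set per campaign, cut at about 35% in these data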;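 note: 0% = DMSO wells and 100% = thioflavine S control wells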
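System: HCV NS3 helicase fragment; control set: DMSO and thioflavine S; technique: Cy5 fluorescence at 0 and 60 min, beacon hairpin quenching; reagent: beacon DNA duplex substrate plus ATP; replicates: singlicate; schedule: 1 h reaction at 25 °C, ATP-initiated; medium: MOPS buffer pH 6.5 with MgCl2, DTT, Tween20, BSA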
Active calls of the source: *; . = no result given.

SMILES	V1R ag counter	OXTR agonist	PHOSPHO1 inh	GalR3 antag	VIM-2 inh	GPR7 antagonist	IMP-1 inh	DNA FID counter	NS3 helicase inh
CC1(C(=O)NC2CCCCCCC2)CC1(Cl)Cl (stereo unspecified)	-1.1	0.2	15	-6	-4.4	0	-3.0	-5	4
CCN=C1SC(C(=O)Nc2ccc(OCC)cc2)CC(=O)N1CC (stereo unspecified)	0.4	-0.4	-20	0	-2.8	-19	-3.5	-6	6
CC(C)c1cccc(C(C)C)c1NC(=O)CNCc1ccccc1F	-0.6	-2.1	3	-3	-3.7	22*	-1.9	-15	-6
CCN(CC)C(=O)c1cc2c(=O)n3ccccc3nc2s1	-0.3	-0.2	-2	.	2.9	-8	-4.4	-7	22
Cc1cc2nc(SCCOC(=O)Nc3ccccc3)nc(C)c2cc1C	0.4	-2.1	-4	0	6.2	1	-1.5	-3	16
CC(C)[C@H](NC(=O)N1CCn2c1nc1ccccc12)C(=O)NC1CC1	1.1	-0.2	47	-3	-4.7	-2	-3.5	-19	4
Cc1cccc(-c2nc3c(c(SCC(=O)N4CCCC4)n2)COC(C)(C)C3)c1	0.0	-0.1	8	-6	0.3	-11	-2.3	-26	1
COc1ccc(C(C)(C)C)cc1NC(=O)COC(=O)c1ccc([N+](=O)[O-])o1	-0.7	-2.3	-2	-4	0.7	-17	0.5	-3	2
Cc1cccc(N2CCN(C(=O)C(Cc3ccccc3)NC(N)=O)CC2)c1C (stereo unspecified)	6.1	0.6	16	-12	-3.7	2	-3.1	-34	-16
CCN(CC)CCCNC(=O)c1cc(Nc2ccc(OC)cc2OC)nc2ccccc12	-0.2	-0.1	46	-13	-4.8	7	-0.9	14	-30
O=C(O)c1cc(NN=C2c3ccccc3-c3ccccc32)ccc1Cl	-0.4	-0.6	26	-8	6.5	-3	1.3	7	0
O=C1CC(Sc2nnnn2C2CCCCC2)C(=O)N1c1ccccc1 (stereo unspecified)	6.0	-0.8	2	-2	-1.5	-3	-4.1	-8	4
COc1cccc(CN(C)CC(=O)Nc2ccccc2N2CCOCC2)c1OC	-1.4	-1.3	15	-6	-3.2	2	-3.2	-22	-16
C=CCc1cc(C)ccc1OCCOCCn1ccnc1	4.6	3.3	-14	-3	-1.5	-11	-1.5	9	4
Cn1nnnc1SCC(=O)Nc1ccccc1Cl	0.8	0.1	16	-2	-1.8	4	3.4	1	0
Cc1cc(=O)[nH]c(SC(C)C(=O)Nc2cccc3ccccc23)n1 (stereo unspecified)	-0.2	0.1	4	-8	-1.8	-11	-2.3	-12	9
COc1ccc(C(=O)N2N=C3CC(C)(C)OCC3C2c2ccccc2)cc1 (stereo unspecified)	-0.5	0.0	-21	0	-2.0	2	-4.6	-25	-1
CCOC(=O)c1sc2nc(C)nc(SCC(N)=O)c2c1C	0.4	1.2	2	-13	-0.7	-2	-2.7	0	6
O=c1nc(Nc2ccc(Br)cc2)sc2ccc([N+](=O)[O-])cc12	0.2	-0.6	25	4	-2.8	2	-2.1	2	9
Cc1ccc(C)c2[nH]c(=O)c(CN(Cc3cccnc3)C(=S)NCc3ccco3)cc12	-1.4	-1.8	9	-4	1.7	-21	-2.4	-24	2
O=C(CCCc1nc2ccccc2s1)NCc1ccccc1	0.0	-0.5	24	1	-3.0	-2	-2.3	-21	5
COc1cc(SC)ccc1C(=O)NCCN1CCOCC1	0.9	-0.6	36	0	-0.6	1	-1.2	0	-2
Cc1ccc(S(=O)(=O)NC2CCCCCC2)cc1C(N)=O	3.6	0.7	-14	-2	-1.7	-6	-0.5	-7	-6
C=CCN1c2ccccc2[C@]23C[C@@H](C(=O)OC)N(C(=O)C4CCC4)C2=NC(C(=O)OC)=C(C(=O)OC)[C@H]13	-1.3	-2.7	4	-3	.	.	.	.	.
COc1cccc(NC(=O)CN2CCc3ccccc3C2)c1	-0.5	-1.1	24	6	-1.3	-4	-1.4	-13	-15
CC1CCN(C(=O)CSc2nnc(-c3ccccc3F)o2)CC1	0.4	1.3	13	-2	-0.4	-5	-0.6	-22	-4
COc1ccc(C(=O)Nc2ccc(C)c(S(=O)(=O)N3CCCCCC3)c2)cc1	3.6	0.0	-7	-9	-1.2	-14	-0.4	-22	-9
CCC(=O)Nc1cc(C(=O)OCC(=O)c2ccc(Cl)cc2Cl)ccc1C	3.9	0.5	42	-3	1.5	2	-1.3	-5	-1
COc1ccc(/C=N/Nc2nc3ccccc3o2)cc1OC	0.7	1.0	17	-1	-2.4	1	1.4	17	10
O=C1C2C3C=CC(C3)C2C(=O)N1c1cccc2cccnc12 (stereo unspecified)	0.8	-0.4	-28	-4	-1.8	4	-2.5	-1	5
CC(NCC(=O)NCCc1ccc(S(N)(=O)=O)cc1)c1ccc(F)cc1 (stereo unspecified)	8.8	-0.8	-1	-2	-1.7	-6	-1.1	-3	-1
NC(=O)[C@@H]1CC2(CC(c3cccc(NC(=O)[C@H]4CCC(=O)N4)c3)=NO2)CN1C(=O)c1ccc(Cl)cc1 (stereo partly specified)	2.1	1.2	22	-5	.	.	.	.	.
O=C(N1CCOCC1)N1CCN(c2ccc(F)cc2)CC1	0.6	-0.8	24	-6	-1.2	0	-2.0	0	5
Cn1nnnc1SCC(=O)N1c2ccccc2Sc2ccc(Cl)cc21	1.0	-0.6	10	-1	-3.6	-4	-2.6	-26	-7
COc1ccc(OC)c(N=C(N)N=C(N)N)c1	0.7	0.9	42	-7	0.8	-5	-2.3	-3	5
CC(C)Cc1ccc(CN2CCCC(NC(=O)CCn3cnnn3)C2)cc1 (stereo unspecified)	1.1	0.2	37	-3	1.6	0	1.2	6	-12
COc1cccc(/C=N/NC(=O)CSc2ccccc2C)c1OC	1.0	-0.8	-7	-1	-7.5	-2	-2.8	-21	1
O=S(=O)(NCCN1CCOCC1)c1cccs1	-0.3	0.0	40	-5	-1.1	-14	-1.4	-2	-9
CC(C)(C)CC(C)(C)NC(=O)c1ccccc1	-0.9	-2.5	44	-4	1.0	-14	-1.7	-2	-10
Cc1ccc(S(=O)(=O)N2CCN(C(=O)c3cccc(F)c3)CC2)cc1	0.1	-0.4	-17	1	-5.3	-1	0.1	-14	-1
CCOC(=O)N1CCN(C2CC(=O)N(c3ccc(C)cc3)C2=O)CC1 (stereo unspecified)	0.3	0.0	-1	3	-2.8	-13	-4.9	-8	-2
COc1ccc(C(=O)n2c(C)c(CCO)c(=O)n2C)cc1	-0.3	0.3	46	0	-3.3	-1	-2.8	-2	-9
CCCCCCn1c(=O)c(Cc2ccccc2)c(O)c2ccccc21	-1.2	-1.4	-13	-4	-0.2	-10	-3.3	-6	7
Nc1nc(SCC(=O)NCc2ccccc2)n[nH]1	0.9	-0.4	-4	-1	-3.4	-8	-7.4	1	-2
O=C(Cn1nc(-c2ccccc2)ccc1=O)Nc1ccc(NC(=O)c2ccccn2)cc1	-0.7	-0.3	-11	-7	-2.6	-11	-2.4	-6	3
CCCCC(=O)NC1=C(C(=O)OC)SCC1	-0.3	-0.5	-6	3	-2.0	0	-2.9	0	2
O=C(COC(=O)c1ccc(O)cc1)Nc1ccccc1-c1ccccc1	10	5.5	9	3	-2.3	-5	-2.2	-9	-5
COc1cccc(OCc2cc(/C=N/Nc3ccc(C(=O)O)cc3)ccc2OC)c1	0.5	2.1	2	-1	0.9	7	-1.6	-26	23
CCC(C)(C)NC(=O)CN(C(=O)c1csnn1)c1cccc2c1CCCC2	-1.1	0.2	6	7	-0.8	4	-1.3	-12	-2
Cc1ccc(-c2cc(Cc3ccccc3)c(=O)[nH]n2)cc1	-1.6	-2.2	32	-5	-1.5	-12	-1.9	-22	-15
COc1ccc(NC(=O)C2CCC(CNS(=O)(=O)c3cccs3)CC2)cc1 (stereo unspecified)	1.4	1.0	-17	2	-1.9	3	-0.1	-14	-2
O=C(/C(C=Nc1cc2c(oc1=O)CCCC2=O)=C(\O)c1ccccc1)c1ccccc1	-1.3	-2.0	20	-4	0.0	-4	-1.3	2	2
CC(Oc1ccc(Cl)cc1Cl)C(=O)OCn1nnc2ccccc2c1=O (stereo unspecified)	0.4	-1.8	-2	-4	-2.5	-2	-3.0	-2	6
CCN(CCO)Cc1csc2cc(C)ccc12	0.8	-0.7	-18	-5	-3.9	-7	-3.5	3	-8
CCCCOC(=O)c1ccc(NC(=O)C(=O)NCc2ccccn2)cc1	3.4	2.7	46	-1	-3.2	-17	-3.8	-20	-4
CCC1Oc2ccccc2C(=O)N(CC(=O)c2ccc3c(c2)OCCO3)C1=O (stereo unspecified)	0.4	-0.4	41	3	2.7	3	0.2	-32	-17
Cc1ccc2nc(SCC(=O)Nc3cc([N+](=O)[O-])ccc3F)[nH]c2c1	0.2	-0.6	8	-2	-2.1	1	-2.7	5	15
CCOC(=O)c1c(/N=C/C2=C(O)CCCC2=O)sc(C)c1C	-0.4	-1.9	7	0	-2.5	-3	-1.8	-3	0
CCc1nnc(NC(=O)c2cccs2)s1	1.4	-0.7	0	.	-0.1	-4	-5.4	-8	2
CCc1ccc(OCc2ccc(C(=O)O)o2)cc1	0.8	2.3	19	-9	-0.6	0	-1.9	-8	35
CC(C)CN(C(=O)COC(=O)Cc1n[nH]c(=O)c2ccccc12)C1CCS(=O)(=O)C1 (stereo unspecified)	0.9	0.5	-29	-7	-1.8	3	-2.0	-3	4
CCOC(=O)c1c(C)[nH]c(C)c1C(=O)CSc1nnnn1-c1ccccc1	-0.4	-1.6	6	-5	-4.0	-12	-1.5	-29	-5
CNc1nc(-c2ccc3c(c2)CCN3C(=O)c2ccccc2C)cs1	-0.2	-1.0	-11	3	-1.4	5	-2.1	-13	2

Part of the list above, limited to GPR7 antagonist, PHOSPHO1 inh and VIM-2 inh.
SMILES | GPR7 antagonist | PHOSPHO1 inh | VIM-2 inh
CCOC(=O)c1c(/N=C/C2=C(O)CCCC2=O)sc(C)c1C | -3 | 7 | -2.5
Cc1ccc2nc(SCC(=O)Nc3cc([N+](=O)[O-])ccc3F)[nH]c2c1 | 1 | 8 | -2.1
CCN(CCO)Cc1csc2cc(C)ccc12 | -7 | -18 | -3.9

Assay outcomes as filed in PubChem.
